Source: PubChem BioAssay (Broad Institute)
EWS-Fli inh: blocks EWS/Fli oncoprotein-driven transcription. hit rate 0.67% among 350,000. AID 651661. inhibition, % at 12.6 µM. A673 NR0B1-luciferase reporter, viability-normalised;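 active = mean inhibition of at least 50% after viability correction, with every replicate also passing that limit; inconclusive = mean reaches 50% but only one of two replicates passes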;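 also: firefly luciferase signal divided by Alamar Blue viability fluorescence both relative to DMSO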
Xi reactivation: X-chromosome reactivation activator. activation, % at 7.58 µM. hit rate 0.055% among 360,000. XiGFP mouse fibroblasts, % GFP-positive cells imaging, 3 d; cells co-treated with 5-aza-dC sensitizer; scaled so ellipticine positive control = 100%;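 active = mean normalized replicate activation at least 10% and every replicate at or above 10%; inconclusive = only one of the two criteria met; inactive = mean below 10% and not all replicates reach 10%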;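 also: 0% = median of on-plate neutral control wells and 100% = ellipticine 6 µM median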
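System: 68-5-11 XiGFP fibroblast line; Timing: 3 days compound exposure; Compound dosing: one concentration, pinned; Benchmarks: positive control ellipticine, 6 µM final; Buffer or medium: DMEM containing 5-aza-dC.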
S100A4 inh HTS: blocks human S100A4 binding to myosin IIA peptide; P26447; S100A4/TAMRA-MyoIIA peptide fluorescence polarization; hit rate 0.14% among 360,000; inhibition, % at 10.7 µM; AID 652163;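 active = mean inhibition of at least 70% across replicates, with every replicate also reaching that level; inconclusive = mean inhibition reaches 70% but some replicates fall short; inactive = mean inhibition below 70%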
Target sequence (P26447 whole entry, looked up): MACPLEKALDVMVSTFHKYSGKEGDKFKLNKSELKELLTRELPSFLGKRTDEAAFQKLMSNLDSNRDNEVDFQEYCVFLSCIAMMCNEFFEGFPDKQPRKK
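Test system – S100A4 monomer (human) · Compound – single-point compound testing · Schedule – 5 min incubation before reading · Probe or stimulus – TAMRA-labelled myosin IIA heavy-chain peptide probe, 5 nM · Benchmarks – neutral control DMSO, positive control TFP · Medium – Calcium-containing HEPES buffer, pH 7.2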
RAD52 inh: inhibitors of human RAD52 DNA annealing. inhibition, % at 18.7 µM. hit rate 0.46% among 360,000. recombinant RAD52 DNA annealing, FRET fluorescence. P43351;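 active = every replicate showing at least 50% inhibition; inconclusive = mean inhibition at least 50% but not in every replicate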
E-selectin induc: induces E-selectin expression in human endothelial cells | P16581 | HUVEC E-selectin immunofluorescence imaging; normalized: neutral wells 0, TNF-alpha wells 100 | activation, % at 7.58 µM | hit rate 0.37% among 260,000;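 active = mean E-selectin-positive cell signal at least 10% of the positive control, reached in at least 60% of replicates, without over 20% cell loss; inconclusive = no rule given, readout overlaps actives, possibly toxicity-flagged; inactive = the rest, including those meeting only one limit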;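 also: in these data hits start at about 27%; measured in HUVEC primary endothelial cells; signal is the percent of cells scored E-selectin positive by PE staining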
Target sequence (P16581 whole entry, looked up): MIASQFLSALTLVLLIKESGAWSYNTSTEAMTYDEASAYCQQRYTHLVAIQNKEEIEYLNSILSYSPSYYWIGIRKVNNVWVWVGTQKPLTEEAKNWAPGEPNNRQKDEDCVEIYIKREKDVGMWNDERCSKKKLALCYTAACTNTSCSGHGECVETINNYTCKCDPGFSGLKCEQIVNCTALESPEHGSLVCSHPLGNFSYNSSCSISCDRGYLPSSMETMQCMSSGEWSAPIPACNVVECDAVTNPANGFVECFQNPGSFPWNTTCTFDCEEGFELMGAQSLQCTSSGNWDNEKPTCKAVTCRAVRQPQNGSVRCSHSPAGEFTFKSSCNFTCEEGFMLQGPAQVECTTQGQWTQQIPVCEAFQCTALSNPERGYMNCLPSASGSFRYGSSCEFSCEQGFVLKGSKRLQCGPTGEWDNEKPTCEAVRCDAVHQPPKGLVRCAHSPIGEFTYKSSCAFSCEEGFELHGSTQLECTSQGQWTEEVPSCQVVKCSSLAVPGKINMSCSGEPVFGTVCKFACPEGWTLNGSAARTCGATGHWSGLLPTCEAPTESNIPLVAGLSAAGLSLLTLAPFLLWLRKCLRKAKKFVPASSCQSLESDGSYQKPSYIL
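Assay system: HUVEC, human umbilical vein endothelial cells / Amount: 3,000 HUVEC/well / Controls: TNF-alpha positive control, DMSO neutral control / Compound dosing: single concentration / Medium: EGM-2 over gelatin coat / Evaluation: percent E-selectin-positive cells / Signal: immunofluorescence imaging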
RAD54 branch: inhibitors of human RAD54 branch migration. Q92698. RAD54 Holliday junction branch migration, FAM/BHQ fluorescence. inhibition, % at 10.4 µM. hit rate 0.14% among 360,000. AID 602329;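 active = mean normalized replicate activity at least 40 and at least half of replicates scoring 40 or more; inconclusive = only one of the two criteria met; inactive = mean below 40 and under half of replicates reaching 40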;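 also: 0% = median of neutral control wells and 100% = median of positive control wells; inhibitors cause a drop in the FAM fluorescence signal; in these data hits start at about 50%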
FN deposit inh: fibronectin deposition inhibition | AH1F fibroblasts, Alexa488-fibronectin deposition fluorescence, overnight | inhibition, % at 12.6 µM | hit rate 0.086% among 350,000;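 active = mean inhibition across replicates of 30% or more, regardless of how many single replicates reach that level; inconclusive = mean under 30% yet at least half of replicates reach 30%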;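 also: positive control wells lacked labelled fibronectin entirely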
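Test system: AH1F fibroblast monolayer depositing Alexa488-labelled fibronectin into matrix. Input: 10000 cells per well. Technique: fluorescence, ex 485 nm, em 525 nm. Buffer or medium: DMEM plus 2% serum, read in PBS. Timing: 1 h cell adhesion before compound, then overnight fibronectin incubation. Compound: single dose, pinned. Read-out basis: inhibition from reduced deposited-fibronectin fluorescence.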
esBAF inh: SWI/SNF esBAF complex inhibition. mouse ES cells, Bmi1-luciferase knock-in reporter, 24 h; 100% = twice the neutral-well signal. reporter increase, % at 12.5 µM. hit rate 2% among 350,000; in the data active = activation above about 40%; inconclusive = no clear call, values can overlap the other calls;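 also: 0% = median of the plate's neutral control wells and 100% = double that signal; a rise in the Bmi1 reporter signal indicates esBAF inhibition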
* = called active by the depositor; ? = inconclusive; · = no result given.

SMILES	EWS-Fli inh	Xi reactivation	S100A4 inh HTS	RAD52 inh	E-selectin induc	RAD54 branch	FN deposit inh	esBAF inh
N#C[C@@H]1[C@H](c2ccc(C3=CCCC3)cc2)[C@H](CO)N1S(=O)(=O)c1ccccc1	1	0.1	-14	-165	0.6	-33	-9	1
O=C(c1ccccn1)C1CCCN(Cc2cn[nH]c2-c2cc3ccccc3o2)C1 (stereo not given)	-1	0.2	1	8	·	·	-19	·
CCOc1ccc(CCN2C(=O)C(=O)N([C@@H](Cc3ccccc3)CN3CCC[C@H]3CN3C(=O)C(=O)NC[C@@H]3CC(C)C)C[C@@H]2Cc2ccc(O)cc2)cc1	7	0.0	3	-19	0.1	·	5	·
Oc1ccc(-c2nc(-c3ccc(F)cc3)c(-c3ccncc3)[nH]2)cc1	16	-0.1	2	-13	-0.5	2	0	-2
CNC(=O)c1c[nH]c2ccc(S(=O)(=O)Nc3ccccc3F)cc2c1=O	-2	0.0	-7	-53	0.0	16	-8	-7
CO[C@@H]1CN(C)C(=O)c2cc(NS(C)(=O)=O)ccc2OC[C@H](C)N(Cc2ccccn2)C[C@H]1C	-8	0.0	·	·	0.1	·	3	-5
Cc1ccc2c(Cl)cc(Cl)c(OCC(=O)O)c2n1	-1	0.0	-3	-9	4.7	-14	10	11
O=C(NCCCN1CCCC1)Nc1ccc(F)cc1	3	0.1	-3	-21	·	-7	-6	0
COc1ccc(/C=N/Nc2nc(N3CCCCC3)nc(N3CCCCC3)n2)cc1[N+](=O)[O-]	14	0.1	-8	-7	1.3	-6	-8	-3
CCC1Oc2ccc(C)cc2N(CC(=O)N2CCCC2)C1=O (stereo not given)	12	?	-7	-3	·	1	1	-2
CCOc1ccccc1NC(=O)CSc1n[nH]c(N)n1	-5	0.3	-1	-3	0.2	8	·	-5
O=C(C1=C[C@@H](c2coc3ccccc3c2=O)C[C@@H](OCc2ccc(CO)cc2)O1)N1CCN(Cc2ccccc2)CC1	1	·	-53	-14	·	-7	·	·
Cc1nn(C(C)C(=O)N2CCCC2)c(=O)c2nn(-c3ccccc3)c(C)c12 (stereo not given)	0	1.5	-2	-4	-0.9	-6	-3	2
CCOC(=O)C1CCN(C(=O)c2ccc(OCC(=O)Nc3cccc(C(F)(F)F)c3)c(OC)c2)CC1	5	0.0	-3	-10	0.0	·	11	·
Cc1noc(C)c1NC(=O)N(C)C[C@H]1Oc2ccc(NC(=O)Nc3ccc4c(c3)OCO4)cc2CC(=O)N([C@H](C)CO)C[C@@H]1C	-9	-1.0	39	8	-0.1	3	-1	2
COc1ccc(CN(CC2CCC(C(=O)O)CC2)C(=S)Nc2cc(C)cc(C)c2)cc1 (stereo not given)	5	0.1	-2	-10	·	-1	7	2
Cc1ccccc1C(=O)NCC(=O)OC(C)C(=O)NCc1ccco1 (stereo not given)	3	-0.1	-2	8	0.0	-6	·	·
O=C(N/N=C1\C2CN3CCN(C2)CC1(c1ccccc1)C3)c1ccc(F)cc1	9	0.1	6	-16	-1.2	·	2	?
Cc1cc(C(=O)Nc2cccc3c2O[C@H](CN(C)Cc2ccncc2)[C@@H](C)CN([C@H](C)CO)C3=O)n(C)n1	-7	0.0	-6	5	·	5	·	-2
CCOc1ccc(S(=O)(=O)N2CCCCC2)cc1NC(=O)c1ccccc1	10	-0.4	0	4	-0.9	-9	-5	0
COc1cc(C(=S)N2CCOCC2)cc(OC)c1OC(=O)c1ccccc1[N+](=O)[O-]	11	0.0	-2	-2	0.9	3	4	-6
CC(=O)Nc1nc(C)c(Oc2ccc(C)cc2)c(=O)[nH]1	6	0.0	12	-7	0.2	·	0	·
COc1cc(C2C3=C(COC3=O)Oc3cc4c(cc32)OCO4)cc(OC)c1OC(C)=O (stereo not given)	55*	1.3	-2	2	1.6	·	-34	·
CC1=C(C(=O)Nc2ccccc2C)C(c2ccc(C)o2)n2c(s/c(=C/c3ccccc3)c2=O)=N1 (stereo not given)	·	·	·	·	-1.6	3	3	-1
CC(C)[C@H](NC(=O)[C@@H]1CSCN1C(=O)OC(C)(C)C)C(=O)NCC1CCC(C(=O)O)CC1 (stereo not given in full)	·	·	-6	·	·	5	0	-5
(cont.)
SMILES	EWS-Fli inh	Xi reactivation	S100A4 inh HTS	RAD52 inh	E-selectin induc	RAD54 branch	FN deposit inh	esBAF inh
Cn1c(C(=O)O)cnc1Sc1ncc(C(F)(F)F)cc1Cl	-7	0.3	1	-14	·	-3	·	-7
CC(C)C#Cc1cnc2c(c1)C(=O)N([C@H](C)CO)C[C@H](C)[C@H](CN(C)Cc1ccccn1)O2	10	-0.5	·	·	2.5	-2	-13	3
Cc1cccc(C)c1NC(=S)NC1CCCCC1	5	0.1	1	-12	0.0	·	7	·
CC(=O)Nc1ccc(Nc2nc(C)c([N+](=O)[O-])c(Nc3ccc(NC(C)=O)cc3)n2)cc1	3	-0.5	·	·	·	-3	·	-9
Cc1ccc(S(=O)(=O)N[C@H]2CC[C@@H](CC(=O)N3CCc4ccccc4C3)O[C@@H]2CO)cc1	3	0.3	0	8	-0.3	-5	-10	-3
CCCC#Cc1ccc([C@H]2[C@@H](CO)N(C(C)=O)[C@@H]2CNC(=O)C2CC2)cc1	2	0.1	-15	-37	-0.9	·	·	·
Cc1cc(C)c2c(=O)n(CC(=O)N3CCC(N4CCCCC4)CC3)sc2n1	-6	-0.1	-3	49	0.1	-4	-9	-1
CCOc1ccc(C(=O)N2CCN(c3ccccn3)CC2)cc1	5	0.3	5	-6	·	2	3	7
CCOc1ccc(C(C)NC(=O)Cc2ccccc2)cc1OCC (stereo not given)	-1	0.5	1	11	2.6	·	4	·
Cc1sc2nc(CN3CCOCC3)nc(NS(=O)(=O)c3cc(Cl)ccc3Cl)c2c1C	8	0.0	-6	-44	·	-2	-4	1
CC(=O)NCc1ccc(C(=O)CSc2nnc(C3CC3)n2C2CC2)cc1	-2	0.1	7	-13	·	-1	0	0
CCCCCCCN(C(=O)CCl)c1cccc(C)c1	·	0.2	-2	-5	0.1	-12	-6	·
Cc1cccc(C(C)C)c1NC(=O)COC(=O)CN1C(=O)C2CC=CCC2C1=O (stereo not given)	-1	0.0	-5	-16	·	-12	-12	-7
CC1CC1C(=O)OCC(=O)NNC(=O)COc1ccc(Br)cc1 (stereo not given)	0	-0.1	-7	-8	·	·	3	·
O=C(C[C@H]1C=C[C@H](NC(=O)Nc2ccc3c(c2)OCO3)[C@H](CO)O1)NCc1ccccc1	-5	0.3	1	7	0.2	-6	-2	5
Cc1noc(C)c1S(=O)(=O)Nc1ccc2c(c1)C(=O)N([C@@H](C)CO)C[C@@H](C)[C@H](CN(C)Cc1ccncc1)OCCCC[C@H](C)O2	-2	0.0	1	15	0.5	2	·	-3
CCOC(=O)c1sc(NC(=O)CSc2n[nH]c(C)n2)nc1C	1	0.0	-3	-9	0.9	9	-9	5
Cc1ccc(NC(=O)CSc2nc3ccc(Nc4nc(N5CCOCC5)nc(N5CCOCC5)n4)cc3s2)cc1	27	-0.1	-3	-14	0.1	-11	3	-8
C[C@H](CO)N1C[C@H](C)[C@H](CN(C)S(C)(=O)=O)Oc2ccc(NC(=O)NC3CCCCC3)cc2C1=O	15	0.3	0	12	-0.1	5	5	1
O=C(NC1CCCCCCC1)C1c2ccccc2C(=O)N1Cc1cccs1 (stereo not given)	-11	0.0	4	-7	·	·	-4	·
Cc1cccc(-c2ncc(S(=O)(=O)C(C)(C)C)c(N)n2)c1	-82	0.0	-1	-2	9.3	·	-3	68*
CCOC(=O)/C(=N/Nc1ccc(Cl)cc1)S(=O)(=O)c1ccccc1	-9	·	3	-10	·	3	·	15
C=CCOC(=O)C1=C(C)NC(C)=C(C(=O)OCC=C)C1c1cccs1	8	·	0	-6	·	-5	·	-29
C#CCN1C(=O)[C@]2(OCCC=C[C@H]2C)c2ccccc21	-20	0.4	2	-11	0.6	·	2	·
COCCCNC(=O)CSc1nc2c(sc3ccccc32)c(=O)n1CCCC(=O)NCC1CCCO1 (stereo not given)	-1	0.3	1	-6	·	·	-4	·

Full records from above.
CC1CC1C(=O)OCC(=O)NNC(=O)COc1ccc(Br)cc1 (stereo not given) in the list: EWS-Fli inh: 0; Xi reactivation: -0.1; S100A4 inh HTS: -7; RAD52 inh: -8; E-selectin induc: ·; RAD54 branch: ·; FN deposit inh: 3; esBAF inh: ·
Cc1cccc(C)c1NC(=S)NC1CCCCC1 in the list: EWS-Fli inh: 5; Xi reactivation: 0.1; S100A4 inh HTS: 1; RAD52 inh: -12; E-selectin induc: 0.0; RAD54 branch: ·; FN deposit inh: 7; esBAF inh: ·

(continued)
SMILES	EWS-Fli inh	Xi reactivation	S100A4 inh HTS	RAD52 inh	E-selectin induc	RAD54 branch	FN deposit inh	esBAF inh
O=C(/C=C/c1ccc2c(c1)OCO2)NCCS(=O)(=O)N1CCN(c2ccccc2)CC1	-6	0.0	9	-12	-0.1	5	-6	0
Cc1ccc2nc(-c3ccncc3)cc(C(=O)Nc3ccc(OC(F)F)cc3)c2c1	54*	0.0	-6	-15	·	6	·	1
O=[N+]([O-])c1cc(/C=N\Nc2ccccn2)ccc1Cl	-39	0.7	-1	-15	-0.2	-12	-4	?
CN(C[C@H]1N[C@@H](CO)[C@H]1c1ccc(-c2ccc(F)cc2)cc1)C(=O)C1CCC1	-5	0.3	0	-34	0.0	3	3	-3
COCCNc1nnc(SCC(=O)NNC(=O)c2ccc([N+](=O)[O-])cc2)s1	-12	0.0	1	-7	-0.1	-2	3	-7
Cc1n[nH]c(=O)c2c(NC(=O)CSc3ccccc3Cl)oc(C)c12	2	0.0	6	-12	0.0	-2	·	-2
C[C@H]1CN([C@@H](C)CO)C(=O)c2cccc(NC(=O)c3ccc(-c4nccs4)cc3)c2O[C@@H]1CN(C)Cc1ccc(C(F)(F)F)cc1	11	0.1	-11	12	-2.4	-2	·	4
O=C(CN1C(=O)NC2(CCCc3ccccc32)C1=O)NCc1cccs1 (stereo not given)	1	0.0	-4	-5	·	0	6	1
CNC[C@@H]1Oc2c(NS(=O)(=O)c3ccc(Cl)cc3)cccc2C(=O)N([C@H](C)CO)C[C@H]1C	7	0.2	3	1	-0.1	6	-2	-6
CCCC#Cc1cnc2c(c1)C(=O)N([C@@H](C)CO)C[C@@H](C)[C@@H](CN(C)C(=O)Nc1ccccc1F)O2	2	0.4	-3	4	0.2	5	·	1
O=C(NC1CCN(Cc2ccc(Cl)cc2)CC1)c1cn(-c2ccccc2)nc1-c1cccnc1	8	0.0	-3	-61	·	-4	-8	1
Cc1cccc(C(=O)NNC(=O)c2ccc(S(=O)(=O)N3CCOCC3)cc2)c1	1	0.2	-2	-10	-0.3	-4	-1	5
CCN1C(=O)c2ccc(C(=O)Nc3ccc(O)cc3C)cc2C1=O	8	0.0	-2	-1	0.7	-1	8	-1
